# NPR1 activator – GC-A (human) enzyme activation. activation, % at 10 µM. 0.14% of 370,000 active. HEK293 GC-A cells, cGMP TR-FRET, EC30 ANP; 0% at EC30 ANP, 100% saturating ANP; in the data active = activation above about 40%
# rCAG binder – r(CAG) repeat RNA binding | TO-PRO-1 dye displacement fluorescence | inhibition, % at 3 µM | 1.3% of 370,000 active;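 active = inhibition above the plate cutoff, the mean of all test compounds on that plate plus 3 SD, cut at about 35% in these data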;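 note: 0% = DMSO alone and 100% = 100 µM mitoxantrone as full dye displacement; higher means more dye released from RNA so lower well fluorescence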
# HGIII-sPLA2 inh – Blocks human group III sPLA2 activity; inhibition, % at 12.2 µM; 0.56% of 370,000 active; AID 743126; QFRET BODIPY PC-A2 liposome hydrolysis, fluorescence;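 active = inhibition above mean plus 3 SD of compounds lying within the high and low control bounds, cut at about 19% in these data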;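 note: 0% = median of test compound wells and 100% = no enzyme DMSO wells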
# ASAP1 GAP inh – blocks human ASAP1-stimulated Arf1 GTP hydrolysis; Q9ULH1; GDP FP detection; inhibition, % at 16.5 µM; 0.19% of 360,000 active; in the data active = inhibition above about 25%;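 note: 0% = vehicle with enzyme and substrate and 100% = no enzyme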
# Target sequence (Q9ULH1 325-724 limits assumed): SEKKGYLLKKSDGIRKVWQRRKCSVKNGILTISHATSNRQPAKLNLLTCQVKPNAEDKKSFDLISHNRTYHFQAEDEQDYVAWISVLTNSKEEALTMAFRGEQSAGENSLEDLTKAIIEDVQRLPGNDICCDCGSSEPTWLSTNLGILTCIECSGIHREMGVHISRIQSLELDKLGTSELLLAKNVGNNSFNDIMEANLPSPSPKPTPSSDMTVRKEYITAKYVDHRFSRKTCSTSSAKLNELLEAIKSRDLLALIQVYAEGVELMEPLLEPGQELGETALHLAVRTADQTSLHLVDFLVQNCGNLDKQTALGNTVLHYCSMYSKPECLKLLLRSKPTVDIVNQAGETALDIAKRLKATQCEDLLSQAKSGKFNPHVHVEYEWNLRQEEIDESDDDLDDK
# ADAM10 inh – inhibits human ADAM10 | O14672 | recombinant ADAM10, EDANS/DABCYL FRET peptide cleavage, 3 h | inhibition, % at 7 µM | 0.62% of 370,000 active;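 active = inhibition above a per-campaign cutoff equal to the mean of compounds falling between control-based bounds plus 3 SD, cut at about 20% in these data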;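 note: 0% = DMSO wells while the 100% control is not disclosed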
# GAA850 FXN act – frataxin GAA850 promoter activation; HEK293 lucGAA850 FXN promoter luciferase reporter, 24 h; percent of 10 µM SAHA response; activation, % at 6 µM; 0.56% of 360,000 active;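 active = activation above the average of all compounds screened plus 3 SD, cutoff fixed separately per campaign, cut at about 7.5% in these data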;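 note: 0% = DMSO wells and 100% = 10 µM SAHA wells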
# DDE Tn6 FP inh – disrupts Tn6 cyclic peptide binding to fibrin D-Dimer-E complex. Fibrin DD(E) TRITC-Tn6 fluorescence polarization displacement. 0.21% of 370,000 active. inhibition, % at 8.3 µM. AID 720509;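 active = inhibition above a per-campaign cutoff: mean of compounds within control limits plus 3 SD, cut at about 15% in these data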;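 note: 0% = median of all compound wells on the plate and 100% = blocking peptide control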
# ARFGAP1 inhibitor – inhibits rat ARF GTPase activating protein 1 | AID 651572 | inhibition, % at 16.5 µM | Arfgap1-stimulated ARF1 GTP hydrolysis, GDP FP detection | 0.26% of 360,000 active;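 active = inhibition above a per-plate limit, mean inhibition of low control wells plus 3 SD, cut at about 25% in these data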;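 note: 0% = DMSO wells with enzyme and 100% = wells lacking Arfgap1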
# Target sequence (Q62848 1-136 limits assumed): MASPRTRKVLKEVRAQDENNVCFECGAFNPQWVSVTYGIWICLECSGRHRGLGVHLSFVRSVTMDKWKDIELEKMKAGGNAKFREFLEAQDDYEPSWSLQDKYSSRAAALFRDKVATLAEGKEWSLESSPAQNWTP
#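 Material: truncated rat Arfgap1 GAP domain; Incubation: compound-enzyme preincubation 20 min, reaction 120 min, detection 60 min, 25 °C; Read-out: percent inhibition of Arfgap1-stimulated GTP hydrolysis; Technique: FP, GDP Alexa 633 tracer displaced from anti-GDP antibody, 620/688 nm; Controls: No-Arfgap1 wells (100%) versus DMSO full-reaction wells (0%); Replication: single well per compound.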
# KLK7 zymogen act – activators of human kallikrein-7 zymogen; P49862; purified proKLK7, EDANS-DABCYL substrate fluorescence; 100% is mature enzyme control, 0% vehicle; activation, % at 7 µM; 0.9% of 370,000 active; AID 652039;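 active = activation above the mean of all tested compounds plus 3 SD, computed per campaign excluding outliers beyond control limits, cut at about 13% in these data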
# Target sequence (P49862 whole entry, looked up): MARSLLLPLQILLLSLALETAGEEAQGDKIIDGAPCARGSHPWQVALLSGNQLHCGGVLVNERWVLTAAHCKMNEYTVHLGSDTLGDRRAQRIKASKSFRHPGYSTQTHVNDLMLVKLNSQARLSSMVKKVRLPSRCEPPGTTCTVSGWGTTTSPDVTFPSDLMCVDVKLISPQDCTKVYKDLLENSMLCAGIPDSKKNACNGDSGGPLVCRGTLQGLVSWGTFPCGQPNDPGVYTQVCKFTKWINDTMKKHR
# GC-B act – GC-B (human) receptor activation; P20594; HEK293-GC-B cells, CNP EC30, cGMP TR-FRET; 0% at EC30 CNP, 100% saturating CNP; activation, % at 10 µM; 0.11% of 370,000 active; AID 1920062;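 active = activation at 10 µM reaching about 35% in either raw or pattern-adjusted values, limit read from the data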
# The depositor's hits bear a star; . = no result given.
SMILES,NPR1 activator,rCAG binder,HGIII-sPLA2 inh,ASAP1 GAP inh,ADAM10 inh,GAA850 FXN act,DDE Tn6 FP inh,ARFGAP1 inhibitor,KLK7 zymogen act,GC-B act
O=P(OCC1CC1)(c1ccccc1)c1ccccc1,0,-2,0,-3,-8,2.2,4,-4,-0.1,0
COc1ccccc1C(=O)NNC(=O)CCCN1C(=O)/C(=C/c2cccs2)SC1=S,-10,-1,9,2,-3,-0.1,1,4,-0.2,-2
C#CCOCCOCCOCCNc1nc(N2CCN(C(=O)[C@H](CCC(=O)O)n3cc(C(N)Cc4ccc(O)cc4)nn3)CC2)nc(N2CCN(C(=O)[C@H](CCC(=O)O)n3cc(C(N)Cc4ccc(O)cc4)nn3)CC2)n1 (stereo not given in full),0,-4,7,0,-3,.,-9,-1,0.4,5
COCc1nnc(NC(=O)c2cc(OC)c(OC)cc2[N+](=O)[O-])s1,-2,1,1,5,2,1.2,3,-3,-0.1,1
O=C(NC1=NCCS1)C1Cc2ccccc2CN1C(=O)c1ccccc1 (stereo not given),-4,1,-6,-14,1,-0.6,-3,0,0.1,1
O=C(NCC(=O)N1CCN(Cc2ccccc2)CC1)c1ccc(Br)cc1,0,-9,4,3,-11,0.0,-2,6,-0.2,-3
CCCCN(C(=O)CCN1C(=O)C2CC=CCC2C1=O)c1c(N)n(CCCC)c(=O)[nH]c1=O (stereo not given),2,-5,5,1,-3,0.2,0,-1,0.1,-3
Cn1nnnc1SCCNC(=O)C1CCC(=O)N(Cc2cccc(C(F)(F)F)c2)C1 (stereo not given),2,-1,-5,1,-8,1.5,-3,2,0.3,-3
COc1cccc(CN(CC(=O)NCc2ccccc2)C(=O)c2csnn2)c1,2,2,0,-13,8,0.2,0,6,0.3,3
CCN(c1cccc(C)c1)S(=O)(=O)c1cc2c3c(c1)CCC(=O)N3CCC2,-2,-6,-9,15,0,0.4,6,-2,0.6,3
CCOC(=O)CNC(=O)c1cccnc1,4,4,10,4,1,1.2,4,6,-0.3,5
CCCc1ccc(C#N)c(SC2CC(=O)N(c3ccc(OC)cc3)C2=O)n1 (stereo not given),7,21,-7,-17,-2,0.8,-1,15,0.3,4
CC1CCCN(CC(=O)Nc2ccc(S(=O)(=O)N3CCCC3)cc2)C1 (stereo not given),4,-3,1,8,-10,0.8,-3,-3,0.5,6
Cc1nnc(SCC(=O)Nc2cc(S(=O)(=O)N3CCOCC3)ccc2N2CCCC2)s1,0,5,1,4,-11,0.9,-2,15,-0.3,-4
CC(=O)NC(NC(C)=O)c1cccc(OCc2ccccc2)c1,-1,1,7,1,15,1.1,-7,15,1.0,1
CCn1c(=N)n(CC(O)c2ccccc2)c2ccccc21 (stereo not given),-7,3,5,-7,-7,-0.8,1,-10,0.0,-3
CC(OC(=O)C1CC=CCC1C(N)=O)C(Cl)=C(Cl)Cl (stereo not given),-4,-1,0,-3,-7,1.2,-2,4,2.1,-3
COc1ccc(NC(=O)Cn2c3ccccc3c3nc4n(c(=O)c32)CCS4)cc1,2,5,-3,7,-250,-0.5,3,2,0.2,1
CC(C)Cc1nnc(NC(=O)c2cc(S(=O)(=O)N(C)C)ccc2N2CCCC2)s1,6,-5,-2,14,-14,-0.8,-1,-6,-0.1,10
COc1ccc(CN2C(=O)C(CC(=O)NCCN3CCOCC3)CC(C(=O)N(C(C)C)C(C)C)=C2C)cc1 (stereo not given),1,0,4,2,-3,-1.6,-5,4,-0.2,0
O=C(NC1CCSC1)c1cccc(Cl)c1 (stereo not given),-1,-1,2,-6,-1,1.5,-2,-2,0.0,1
CCOC(=O)C1CCCN(C(=O)c2sc3nc(-c4ccc(OC)cc4)cn3c2C)C1 (stereo not given),-1,3,4,9,2,-0.5,7,22,0.4,6
O=C(CCC(=O)Nc1ccc(Br)cc1)N/N=C/c1ccc(O)cc1,4,6,-7,4,-10,0.7,-3,12,-0.3,-4
COc1ccc(N(CC(=O)NCCc2ccccc2)C(=O)CCC(=O)Nc2nccs2)cc1,7,-6,0,-3,-7,-1.4,9,11,0.1,-10
Cc1cccc(NC(=O)c2cc(S(=O)(=O)c3ccccc3)ccc2Cl)c1,6,3,-10,3,12,-2.3,-2,4,-0.1,-2
CCOc1ccccc1C1CC(=O)NC(SCC(=O)Nc2nccs2)=C1C#N (stereo not given),-2,4,0,-9,-7,2.4,7,0,0.1,7
CCC(=O)N1CCC1(C)C(=O)Nc1cccc(OC)c1OC (stereo not given),3,1,2,-3,1,-1.0,4,4,0.0,1
Cc1ccc(-c2nnc(SCC(=O)Nc3ccc4c(c3)OCCO4)n2N)cc1,0,-5,3,-10,5,-1.4,5,7,-0.2,-6
O=C(Nc1ccncc1)c1c(Cl)cccc1Cl,0,-1,1,-1,14,-1.7,2,6,0.3,1
Cc1ccccc1NC(=O)CSc1nnc(Cc2cccn2C)n1-c1ccc(F)cc1,-1,-1,-22,-1,-13,-1.3,-3,10,0.6,-6
O=C(CSc1ccc2nnc(CCNC(=O)c3ccccc3)n2n1)Nc1ccc(F)cc1F,2,3,0,0,3,1.6,0,9,-0.5,-4
O=C(CN(CCO)c1ccccc1)NC12CC3CC(CC(C3)C1)C2,2,-7,-10,6,5,-0.2,0,-4,0.6,1
N#Cc1c(C(F)(F)F)cc(-c2ccccc2)nc1SCc1nc(N)nc(N2CCOCC2)n1,-1,3,4,6,0,4.3,1,-5,0.5,-2
C=CCN(c1ccc(C(=O)Nc2ccc(C)c(C)c2)cc1)S(C)(=O)=O,3,1,-4,-13,-2,-0.5,-10,-12,0.1,5
S=C(NCC(c1ccco1)N1CCCC1)Nc1ccccc1 (stereo not given),1,-5,0,-2,1,1.1,-2,-4,-0.5,6
Cc1ccc(-c2cc(-c3ccccc3Cl)[nH]n2)c(O)c1,6,14,-37,19,24*,4.0,-13,17,0.2,-4
Cc1cc(Nc2ccc3ccccc3c2)n2ncnc2n1,1,-2,-8,-1,-4,1.1,3,-2,-0.2,1
Cc1cc(C)c(C(=O)Nc2ccc(S(=O)(=O)Nc3onc(C)c3C)cc2)c(C)c1,0,14,-5,7,0,1.4,3,-6,0.9,-2
[O-]c1c[n+](-c2ccccc2)no1,-2,5,-4,0,-5,1.4,-5,6,-0.2,3
Cc1ccc(OCc2cc(C(=O)NC3CCc4ccccc43)no2)cn1 (stereo not given),0,-7,0,-15,-2,-2.1,9,3,0.1,-2
CSCCC(C(=O)NC(C)(C)C)n1c(-c2ccc(C)cc2)nc2ccccc21 (stereo not given),-10,4,13,-6,-9,.,11,2,-0.5,-14
O=C(CSc1nc2c(cnn2-c2ccc(F)cc2)c(=O)[nH]1)N1N=C(c2cccs2)CC1c1ccc(F)cc1 (stereo not given),-7,6,14,9,-22,-1.9,4,4,0.0,-8
CCC(=O)NC1=C(C#N)C2(CCCC2)Cc2ccccc21,2,-4,0,3,-3,-2.7,4,-2,1.5,-2
O=C(CS(=O)(=O)c1ccc(Cl)cc1)Nc1nccs1,-3,1,1,-3,-19,-0.6,6,3,-0.5,-2
COc1ccc(C2=NNC(=O)C2(C)Br)cc1 (stereo not given),-4,12,-2,-19,-6,0.3,1,17,-0.9,0
CN(Cc1ccccc1)C(=O)c1cc2cc(F)ccc2[nH]1,3,-3,-4,-9,-6,0.5,0,-2,0.0,9
Cn1c(O)c(N=Nc2ccc(F)cc2)c2ccccc21,3,6,4,16,-6,4.2,-3,-2,0.1,-4
COc1ccccc1CC(=O)N(CCC1=CCCCC1)c1c(N)n(Cc2ccccc2)c(=O)[nH]c1=O,-3,-2,3,6,-5,-7.1,-1,7,0.4,7
CC(NCc1ccc([N+](=O)[O-])cc1)C1COc2ccccc2O1 (stereo not given),5,-5,-2,3,0,-1.7,-5,0,-0.2,-1
CN(C)c1ccc(NC(=O)COC(=O)c2cc(=O)c3ccccc3o2)cc1,-8,3,18,0,0,-1.5,-2,-8,0.4,-9
CN(C)c1ccc(CNC(=O)C2CCN(S(=O)(=O)c3ccc4c(c3)CCCC(=O)N4)CC2)cc1,-1,3,4,4,4,1.1,-6,-21,0.3,-1
CCN(CC)CCN1C(=O)C(=O)/C(=C(/O)c2ccc(Cl)cc2)C1c1ccncc1 (stereo not given),1,3,5,-16,-3,1.4,0,4,-0.3,3
CCOc1ccc(Nc2nc(N)c3ccccc3n2)cc1,-6,3,3,-2,0,1.0,2,2,-0.3,-9
Nc1cc2c([N+](=O)[O-])cccc2o1,0,14,-12,-9,4,-0.3,6,5,0.1,-12
Cc1cccc(N2N=C(C(=O)OCC(=O)c3ccccc3)CCC2=O)c1,-3,4,-1,-9,-19,2.0,1,-4,0.0,3
Cc1c(C(=O)NNS(=O)(=O)c2ccccc2Cl)sc(=S)n1C,-1,6,1,1,-3,1.3,3,4,-0.5,-3
COc1ccc(NC2CCCN(Cc3cccc4cnccc34)C2)cc1 (stereo not given),-5,-9,20*,-8,0,0.5,-1,22,-0.6,3
CSCC[C@H](NC(=O)OC(C)(C)C)C(=O)N1CCC(C(=O)N[C@@H](C)C(=O)NCc2ccc(F)cc2)CC1,-1,-7,3,-4,2,-1.9,-3,-14,0.0,-3
O=C(O)CCCN1C(=O)/C(=C/c2ccc(-c3nc4ccccc4s3)o2)SC1=S,5,18,0,-7,-6,0.4,5,0,0.1,-7
Clc1ccc(C2=Nn3c(nnc3-c3cccs3)SC2)cc1,14,1,-2,-1,-1,-0.6,-3,9,0.2,21

# Single records, from the list above. Values in the order: NPR1 activator	rCAG binder	HGIII-sPLA2 inh	ASAP1 GAP inh	ADAM10 inh	GAA850 FXN act	DDE Tn6 FP inh	ARFGAP1 inhibitor	KLK7 zymogen act	GC-B act
# CCC(=O)N1CCC1(C)C(=O)Nc1cccc(OC)c1OC (stereo not given) across the screens: 3	1	2	-3	1	-1.0	4	4	0.0	1
# COc1ccc(NC2CCCN(Cc3cccc4cnccc34)C2)cc1 (stereo not given) across the screens: -5	-9	20*	-8	0	0.5	-1	22	-0.6	3
# S=C(NCC(c1ccco1)N1CCCC1)Nc1ccccc1 (stereo not given) across the screens: 1	-5	0	-2	1	1.1	-2	-4	-0.5	6

# The list goes on.
SMILES,NPR1 activator,rCAG binder,HGIII-sPLA2 inh,ASAP1 GAP inh,ADAM10 inh,GAA850 FXN act,DDE Tn6 FP inh,ARFGAP1 inhibitor,KLK7 zymogen act,GC-B act
COc1ccccc1OCC(=O)Nc1c2c(nn1-c1ccccc1)CS(=O)(=O)C2,-1,-4,3,-2,0,0.6,1,3,0.1,-7
O=S(=O)(NCCN1CCOCC1)c1ccc(Oc2ccccc2Cl)cc1,0,-2,-9,-4,5,0.8,4,13,-0.3,-5
COc1ccc(/C=N/NC(=O)c2ccc(-c3ccccc3)cc2)cc1O,5,10,-24,15,-2,-0.3,-5,13,-1.9,-4
CC1=C(C(=O)Nc2ccccc2)C(c2ccncc2)C(C#N)=C(SCC(=O)Nc2ccccc2)N1 (stereo not given),-37,4,-30,13,-7,-2.8,6,4,0.2,-10
Cc1cc(C)n2ncc(/C(N)=N/OC(=O)c3ccccc3F)c2n1,-2,-3,7,5,-39,4.3,2,9,1.9,4

# Source: PubChem BioAssay

# Hits appear at their usual frequency; any-hit rate near 4.5%.
